HRas wt GTP bind = modulators of GTP binding to human HRas wildtype; P01112; GST-Ras wt beads, Bodipy-FL-GTP binding, flow cytometry; actives lie on both sides; GTP binding activity, % at 10 µM; 190,000 tested, 0.14% active; AID 759;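 active = GTP binding activity at least 20% away from the 100% baseline, either lowered as inhibitor or raised as activator; inconclusive = flagged as likely green fluorescent, judged across all proteins in the well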;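 also: 0% = unlabeled GTP competition control and 100% = no-compound control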
Target sequence (P01112 whole entry, looked up): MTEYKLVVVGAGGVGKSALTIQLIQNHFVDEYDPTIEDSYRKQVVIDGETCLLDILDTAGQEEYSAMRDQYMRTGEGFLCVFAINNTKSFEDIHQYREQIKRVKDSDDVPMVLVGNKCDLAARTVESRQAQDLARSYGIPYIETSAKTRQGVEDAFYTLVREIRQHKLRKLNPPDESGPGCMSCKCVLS
Avidin fluor = compound fluoresces at 488/530 nm on avidin beads; compound fluorescence 488/530 nm, flow cytometry; stronger effect = higher value; fluorescence (KMESF) at 10 µM; 220,000 tested, 0.38% active; AID 1775; in the data active = fluorescence above about 47; also: inactives centre near 10
Cdc42 wt = human Cdc42 wildtype GTP binding change, either direction; P60953; GST-Cdc42 beads, Bodipy-GTP binding, flow cytometry; actives lie on both sides; percent activity (GTP binding), % at 10 µM; 190,000 tested, 0.2% active;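 active = percent activity GTP binding at least 20 points away from the 100% baseline, either down as inhibitor or up as activator; inconclusive = compound flagged as likely green fluorescent from well-wide comparison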;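 also: median bead fluorescence of bound Bodipy-FL-GTP at 100 nM; 0% = excess unlabeled GTP control and 100% = no compound control; below 100% means less GTP binding so inhibitor and above means activator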
Target sequence (P60953 whole entry, looked up): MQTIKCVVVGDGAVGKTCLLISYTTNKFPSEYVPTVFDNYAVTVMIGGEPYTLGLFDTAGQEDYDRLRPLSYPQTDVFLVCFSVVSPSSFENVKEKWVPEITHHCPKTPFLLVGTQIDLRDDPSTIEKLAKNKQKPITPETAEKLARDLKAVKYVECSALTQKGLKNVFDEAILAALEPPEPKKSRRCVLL
ABCG2 inh = human ABCG2 inhibition, ABCB1 as counter-screen. inhibition, % at 6.6 µM. IgMXP3 cells, JC-1 efflux, flow cytometry. 190,000 tested, 0.1% active. Q9UNQ0;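 active = inhibition above 80%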;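 also: 0% = DMSO and 100% = nicardipine control wells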
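Read-out basis: Efflux inhibition in percent versus controls | Test system: ABCG2 IgMXP3 and barcoded ABCB1 CCRF-Adr cell mix | Quantity: 3 million cells/mL in well | Schedule: 10 min at 25 °C | Control set: Nicardipine as high control, DMSO as low control | Reagent: JC-1 as fluorescent efflux pump substrate | Signal: Flow cytometry of retained JC-1 fluorescence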
Rac1 wt modul = alters GTP binding to wildtype human Rac1; P63000; GTP binding activity (% of control), % at 10 µM; 190,000 tested, 0.27% active; GST-Rac1 beads, fluorescent GTP binding, flow cytometry; actives lie on both sides; 0 = cold GTP competed, 100 = untreated; AID 757;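 active = GTP binding activity at least 20 points away from the 100% control level, either lower or higher; inconclusive = compound flagged as likely green fluorescent, judged across all proteins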
Rac1 mut GTP = alters GTP binding to activated mutant human Rac1; P63000; percent activity (GTP binding), % at 10 µM; AID 764; 190,000 tested, 0.11% active; GST-Rac1 activated beads, fluorescent GTP binding, flow cytometry; actives lie on both sides; 100% means binding = to untreated wells;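 active = GTP binding at least 20 percentage points away from the 100% baseline, in either direction, so actives lie on both sides; inconclusive = Compound likely fluorescent itself, or too few beads counted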
Mcl1-Noxa inh = disrupts binding of human Mcl-1 to Noxa peptide; Q07820; TR-FRET Mcl-1/Noxa peptide binding, 2 h; inhibition, % at 21.7 µM; 220,000 tested, 1.5% active;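 active = compounds that cut the protein-peptide binding signal by more than 50% relative to plate controls in a single-dose test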;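 also: His-tagged Mcl-1 with rhodamine Noxa BH3 peptide and terbium anti-His antibody; 0% = Mcl-1 plus Noxa peptide wells and 100% = peptide-only wells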
Target sequence (Q07820 whole entry, looked up): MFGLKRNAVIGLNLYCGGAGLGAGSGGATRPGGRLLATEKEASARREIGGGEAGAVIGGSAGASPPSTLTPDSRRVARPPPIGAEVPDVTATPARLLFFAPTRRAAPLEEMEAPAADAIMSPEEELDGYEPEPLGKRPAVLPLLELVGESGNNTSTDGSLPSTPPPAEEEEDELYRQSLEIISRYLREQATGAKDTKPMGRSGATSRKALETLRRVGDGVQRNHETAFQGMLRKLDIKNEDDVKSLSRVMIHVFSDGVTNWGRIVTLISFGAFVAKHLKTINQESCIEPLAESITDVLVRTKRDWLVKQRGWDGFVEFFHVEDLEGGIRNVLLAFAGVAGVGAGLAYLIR
Rab2 wt GTP = changes GTP binding to wildtype dog Rab2A, up or down; AID 760; P61105; GST-Rab2 wt beads, Bodipy-GTP binding, flow cytometry; 190,000 tested, 0.19% active; GTP binding activity, % at 10 µM;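 active = GTP binding activity at least 20 points away from 100%, either lowered or raised; inconclusive = signal likely due to the compound's own green fluorescence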;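 also: 0% = beads with excess unlabeled GTP and 100% = no-compound control corrected for plate trend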
ABCB1 block = blocks JC-1 efflux by human ABCB1 transporter; CCRF-Adr cells, flow cytometry; AID 1326; inhibition, % at 6.6 µM; 190,000 tested, 0.067% active; P08183; in the data active = inhibition above about 40%;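 also: 0% = vehicle and 100% = reference inhibitor; higher value means more JC-1 retained so stronger ABCB1 efflux block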
Pf gamet viab = P. falciparum stage V gametocyte viability inhibition | P. falciparum stage V gametocytes, ATP luminescence, 24 h | AID 743093 | inhibition, % at 10.9 µM | 150,000 tested, 0.065% active;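 active = inhibition above the mean plus 3 SD of compounds within the control limits, set per campaign, cut at about 38% in these data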;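 also: 0% = DMSO wells and 100% = medium only without gametocytes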
Rab7 wt GTP bind = dog Rab7 wildtype GTP binding, inhibitors and activators. GST-Rab7 beads, fluorescent GTP binding, flow cytometry; actives lie on both sides; untreated = 100%, excess cold GTP = 0%. GTP binding activity (percent of control), % at 10 µM. 190,000 tested, 0.055% active;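 active = fluorescent GTP binding to Rab7 beads changed by at least 20 points from the 100% baseline, either direction, mostly lower; inconclusive = compound itself probably fluorescent, or too few beads counted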;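 also: median green fluorescence of bound Bodipy-FL-GTP per Rab7 bead population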
Active calls of the source: *; ? = inconclusive; . = no result given. Hits appear at their usual frequency. About 2.3% of those tested had a hit in this group.

SMILES	HRas wt GTP bind	Avidin fluor	Cdc42 wt	ABCG2 inh	Rac1 wt modul	Rac1 mut GTP	Mcl1-Noxa inh	Rab2 wt GTP	ABCB1 block	Pf gamet viab	Rab7 wt GTP bind
Fc1ccc(CNCc2ccccc2C(F)(F)F)cc1	102.0	4	103.0	0.7	104.0	101.0	23.3	100.0	0.1	-30.2	100.0
O=C(CN1CCN(C(=S)NC2CCCC2)CC1)Nc1ccc(Oc2ccccc2)cc1	100.0	8	104.0	1.8	104.0	99.0	4.1	100.0	0.0	-18.8	101.0
CCc1ccc(C2CC(=O)N(c3cccc(F)c3)C3=C2C(=O)OC3)cc1 (stereo unspecified)	104.0	14	103.0	-0.9	111.0	100.0	-5.1	105.0	0.4	-2.0	111.0
Cc1cc(N/N=C/c2c[nH]c3ccccc23)c2ccccc2n1	99.0	2	95.0	-0.4	97.0	95.0	-18.1	100.0	-0.2	-35.3	102.0
CSc1ccc(/C=C/C(=O)c2ccc(NC(C)=O)cc2)cc1	94.0	11	96.0	6.1	92.0	92.0	22.7	93.0	0.1	.	95.0
CCOC(=O)N1CCN(C(=O)c2ccc(NC(C)=O)cc2)CC1	102.0	30	100.0	3.3	99.0	98.0	-19.3	100.0	0.2	.	97.0
Cc1ccc(OCCn2c3ccccc3n3nc(C)c(=O)nc23)cc1	92.0	10	96.0	7.0	94.0	92.0	21.1	93.0	1.6	-8.6	93.0
CC(=O)Nc1ccc(Cl)cc1C(=O)O	105.0	19	106.0	1.4	101.0	97.0	25.3	106.0	0.4	.	108.0
CC(=O)Nc1ccc(/C(C)=N/NS(=O)(=O)c2ccc(C)cc2)cc1	99.0	12	99.0	3.9	104.0	96.0	13.0	98.0	0.4	.	100.0
c1ccc(N2CCN(Cc3cn4ccccc4n3)CC2)cc1	99.0	13	98.0	0.7	101.0	98.0	3.4	98.0	0.4	2.7	98.0

Complete entries, quoted from the list. Values in the order: HRas wt GTP bind	Avidin fluor	Cdc42 wt	ABCG2 inh	Rac1 wt modul	Rac1 mut GTP	Mcl1-Noxa inh	Rab2 wt GTP	ABCB1 block	Pf gamet viab	Rab7 wt GTP bind
c1ccc(N2CCN(Cc3cn4ccccc4n3)CC2)cc1 in the list: 99.0	13	98.0	0.7	101.0	98.0	3.4	98.0	0.4	2.7	98.0
O=C(CN1CCN(C(=S)NC2CCCC2)CC1)Nc1ccc(Oc2ccccc2)cc1 in the list: 100.0	8	104.0	1.8	104.0	99.0	4.1	100.0	0.0	-18.8	101.0
CSc1ccc(/C=C/C(=O)c2ccc(NC(C)=O)cc2)cc1 in the list: 94.0	11	96.0	6.1	92.0	92.0	22.7	93.0	0.1	.	95.0
Fc1ccc(CNCc2ccccc2C(F)(F)F)cc1 in the list: 102.0	4	103.0	0.7	104.0	101.0	23.3	100.0	0.1	-30.2	100.0
Cc1cc(N/N=C/c2c[nH]c3ccccc23)c2ccccc2n1 in the list: 99.0	2	95.0	-0.4	97.0	95.0	-18.1	100.0	-0.2	-35.3	102.0

New compounds follow:
SMILES	HRas wt GTP bind	Avidin fluor	Cdc42 wt	ABCG2 inh	Rac1 wt modul	Rac1 mut GTP	Mcl1-Noxa inh	Rab2 wt GTP	ABCB1 block	Pf gamet viab	Rab7 wt GTP bind
CC(C)c1nc(N2CCOCC2)c(C#N)c2c1COC(C)(C)C2	105.0	30	104.0	1.2	105.0	101.0	-14.4	102.0	0.9	18.3	103.0
CCc1ccccc1NC(=O)Cn1c(=O)n(-c2ccc(CC(=O)NCC3CCCO3)cc2)c(=O)c2ccccc21 (stereo unspecified)	97.0	12	103.0	1.4	103.0	99.0	-6.0	101.0	0.2	13.7	100.0
CC(C)c1ccc(NC(=O)c2ccc(Br)o2)cc1	94.0	7	95.0	26.1	95.0	93.0	10.7	95.0	1.2	.	92.0
Cc1ccc(C2=CSC3=NS(=O)(=O)CCN23)cc1	?	24	?	0.6	?	?	-5.5	?	-0.2	6.3	?
Cc1ccc(NC(=O)N2CCC(c3nc4c(nnn4Cc4c(F)cccc4Cl)c(=O)[nH]3)CC2)cc1	105.0	15	104.0	3.1	99.0	98.0	-3.9	102.0	0.6	5.9	100.0
N#Cc1ccccc1CSC1=NCCS1	98.0	9	96.0	0.0	98.0	94.0	-3.9	98.0	0.1	14.6	102.0
CC(OC(=O)CNC(=O)C12CC3CC(CC(C3)C1)C2)C(=O)Nc1ccc(N2CCOCC2)cc1 (stereo unspecified)	92.0	8	92.0	0.1	91.0	92.0	-5.2	93.0	0.2	.	94.0
CC(C)CC(NC(=O)C(NC(=O)OC(C)(C)C)C(C)C)C(=O)NC(CCC(=O)OCc1ccccc1)C(N)=O (stereo unspecified)	99.0	6	102.0	-0.2	107.0	99.0	-28.8	100.0	0.1	.	98.0
C/C=C/c1ccc(OC)c(OC(C)=O)c1	96.0	6	98.0	0.0	99.0	95.0	-2.6	98.0	0.1	.	94.0
NNC(=O)c1cc(-c2ccco2)[nH]n1	98.0	25	96.0	2.1	97.0	94.0	0.8	96.0	0.3	6.9	101.0
O=C(Cc1ccccc1)c1c[nH]c(C(=O)NCCCn2ccnc2)c1	100.0	23	97.0	-0.1	101.0	97.0	5.5	102.0	0.0	.	108.0
CC(=O)N1c2ccccc2NC2=C(C(=O)CCC2)C1c1cccnc1 (stereo unspecified)	97.0	49*	106.0	14.4	102.0	100.0	-2.6	101.0	1.8	11.5	98.0
CC(=O)c1cccc(NS(=O)(=O)c2ccc(N/C=C\C(=O)c3ccc(C)cc3)cc2)c1	101.0	25	98.0	0.1	96.0	94.0	-59.9	96.0	-0.1	-12.4	98.0
Cc1nn(-c2ccc(F)cc2)c2sc(C(=O)OCC(=O)N3CCC(C)CC3)cc12	94.0	8	94.0	20.9	95.0	95.0	-10.1	94.0	2.2	-22.6	94.0
COc1ccccc1Nc1ncc(-c2cccs2)s1	103.0	10	102.0	4.0	108.0	100.0	25.3	105.0	0.5	.	104.0
CCN(CCCNC(=O)CCNC(=O)Cn1cnc2ccccc2c1=O)c1cccc(C)c1	100.0	12	101.0	4.5	103.0	101.0	-26.9	100.0	0.3	.	98.0
COc1cccc(Nc2nc(-c3sc(NC(=O)c4ccco4)nc3C)cs2)c1	103.0	12	102.0	-2.1	103.0	101.0	42.1	99.0	-0.3	21.5	100.0
Cc1ccc(-n2[nH]c3c4c(ccc3c2=O)C(=O)c2ccccc2C4=O)cc1	98.0	9	99.0	7.1	102.0	95.0	8.4	96.0	0.9	61.3*	101.0
COc1ccc(S(=O)(=O)N(C)C)cc1NC(=O)CSc1nncs1	94.0	13	99.0	1.8	100.0	96.0	19.1	98.0	0.0	16.6	102.0
CNS(=O)(=O)c1cc(N(C)S(=O)(=O)c2ccc(C)cc2)c(C)cc1C	97.0	21	97.0	0.7	103.0	96.0	5.1	94.0	1.0	-1.8	95.0
O=C(O/N=C/C1=C(Cl)c2ccccc2CC1)c1ccc(F)cc1	99.0	16	98.0	-14.5	97.0	96.0	2.0	99.0	-0.1	14.5	98.0
Cc1cccc(NC(=O)c2cc(Cl)sc2Cl)c1C	97.0	14	101.0	-2.0	103.0	97.0	7.5	98.0	-0.2	.	97.0
CCn1c(-c2ccc(F)cc2)n[nH]c1=S	97.0	12	96.0	2.2	93.0	92.0	8.9	96.0	0.4	-34.5	98.0
CCOC(=O)CSC1=NC(=O)/C(=C\c2ccc(OC(C)=O)cc2)S1	96.0	4	96.0	24.9	94.0	96.0	59.8*	97.0	9.4	-20.4	98.0
COc1ccc(-n2c(SCc3ccccn3)nc3c(c2=O)SCC3)cc1OC	96.0	10	97.0	0.3	102.0	92.0	10.8	96.0	1.9	-5.3	95.0
COC(=O)c1sc(NC(=O)COc2ccccc2OC)nc1C	103.0	16	107.0	3.0	109.0	103.0	-2.6	103.0	0.3	.	100.0
CC(C)Cc1ccc(/C=C/C(=O)NC2CC2)cc1	104.0	2	100.0	2.0	103.0	105.0	10.7	100.0	0.2	2.8	97.0
O=C(N/N=C/c1cn(Cc2ccccc2)c2ccccc12)c1cccnc1	103.0	8	105.0	16.6	106.0	102.0	19.4	100.0	2.5	-2.4	99.0
CCOC(=O)C1CCCN(C(=O)c2ccc(CNc3c(N4CCC(C)CC4)c(=O)c3=O)cc2)C1 (stereo unspecified)	97.0	7	99.0	1.2	100.0	97.0	13.8	99.0	0.5	.	96.0
CCCc1nc(SCC(=O)NNC(=O)C2CCCCC2)c2ccccc2n1	94.0	16	99.0	4.3	100.0	95.0	7.2	96.0	0.8	.	92.0
CCOC(=O)c1[nH]c2ccc(OC)cc2c1NC(=O)OC	102.0	35	103.0	0.1	104.0	100.0	0.9	100.0	0.1	.	101.0
CC(C)(C)[C@@H]1C=C(C(=O)N2CCN(Cc3ccccc3)CC2)O[C@H](OCc2ccc(CO)cc2)C1	96.0	6	94.0	14.1	98.0	97.0	-25.0	96.0	3.4	-18.3	98.0
C=CCNC(=S)N1CCN(CCN=CC2=C(O)CC(c3cccs3)CC2=O)CC1 (stereo unspecified)	102.0	16	100.0	0.0	98.0	95.0	4.0	104.0	-0.1	-31.2	108.0
CC(C)CC(=O)Nc1ccc(OCC(=O)O)cc1	97.0	18	98.0	-0.1	97.0	101.0	7.1	102.0	0.0	.	104.0
CSCCC(NS(=O)(=O)c1ccc2c(c1)oc(=O)n2C)C(=O)NC1CCN(Cc2ccccc2)CC1 (stereo unspecified)	98.0	5	100.0	-0.1	100.0	97.0	1.8	99.0	0.4	-13.6	102.0
N#Cc1cnc2c(-c3ccccc3)c(-c3ccccc3)nn2c1N	97.0	9	96.0	10.7	100.0	99.0	-10.9	100.0	0.6	6.9	103.0
CCOC(=O)c1ccccc1NC1OC(=O)c2ccccc21 (stereo unspecified)	105.0	6	104.0	0.5	103.0	102.0	11.7	103.0	0.2	.	103.0
O=C(N/C(=C/c1ccc(Cl)cc1)c1nc2ccccc2[nH]1)c1ccco1	97.0	13	94.0	1.1	96.0	93.0	3.2	95.0	0.5	.	95.0
COc1ccc(-c2occ(C(=O)O)c2C(=O)O)cc1	104.0	7	100.0	2.0	104.0	96.0	5.7	100.0	0.0	6.2	101.0
COC(=O)c1[nH]c2ccccc2c1NC(=O)Oc1ccccc1	98.0	16	97.0	3.7	96.0	99.0	5.1	97.0	0.3	-7.6	97.0

Bioassay records deposited in PubChem BioAssay by several laboratories.
